PDI turbidity: PDI (human) enzyme inhibition; inhibition, % at 10 µM; PDI insulin aggregation turbidity, A650, 90 min; 0.052% of 350,000 active; AID 588391; P07237;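 active = mean inhibition across replicates of 30% or more, whatever share of single replicates reach that level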;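 note: absorbance from insulin aggregation driven by PDI reduction with DTT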
Target sequence (P07237 whole entry, looked up): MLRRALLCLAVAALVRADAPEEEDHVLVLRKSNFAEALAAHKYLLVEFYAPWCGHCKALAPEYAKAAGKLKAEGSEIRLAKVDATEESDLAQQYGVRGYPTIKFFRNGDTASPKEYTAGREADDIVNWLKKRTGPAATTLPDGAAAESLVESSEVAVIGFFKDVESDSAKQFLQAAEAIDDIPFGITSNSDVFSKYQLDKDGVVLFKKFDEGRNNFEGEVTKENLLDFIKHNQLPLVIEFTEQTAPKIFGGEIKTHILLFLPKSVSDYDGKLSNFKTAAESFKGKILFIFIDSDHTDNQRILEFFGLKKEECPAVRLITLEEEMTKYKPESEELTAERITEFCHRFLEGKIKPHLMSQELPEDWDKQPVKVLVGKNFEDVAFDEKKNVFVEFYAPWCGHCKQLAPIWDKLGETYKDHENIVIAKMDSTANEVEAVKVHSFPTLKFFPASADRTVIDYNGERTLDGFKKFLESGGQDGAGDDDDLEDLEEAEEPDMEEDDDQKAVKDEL
aDG glyco act: increases alpha dystroglycan glycosylation | Pro5-aDG cells, alpha-DG glycosylation AlphaScreen (IIH6); 0% Pro5, 100% B10-LARGE cell signal | activation, % at 10 µM | 0.22% of 360,000 active;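 active = activation of at least 8% versus controls, or a plate z-score of at least 8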;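 note: Pro5 are CHO cells carrying HIG-tagged alpha-DG that lacks glycosylation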
Vif imaging: inhibitors of HIV Vif; AID 602346; inhibition, % at 7.49 µM; 0.35% of 340,000 active; HEK293T cells, Vif self-association by quenched fluorescence, imaging, 24 h; in the data active = inhibition above about 50%, passing the limit was not always enough; note: some results filed as inactive read as strong as hits
MC4R antagonist: blocks human MC4R cAMP signaling. P32245. MC4R-expressing cells, MTII-stimulated cAMP, LANCE TR-FRET. inhibition, % at 6.5 µM. 0.48% of 360,000 active. AID 540295;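 active = inhibition above its plate's cutoff, the mean of tested wells on that plate plus 3 SD, cut at about 29% in these data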;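 note: 0% = Melanotan II alone and 100% = Melanotan II plus saturating MCL0020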
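Test system: U2OS cells stably expressing human melanocortin 4 receptor (MC4R); also added: Melanotan II challenge; compound: 6.5 µM single dose; timing: 30-min compound preincubation, 1-h Melanotan II challenge, 1-h detection, room temperature; signal: Eu-cAMP/anti-cAMP TR-FRET, emission 671 nm; repeats: one well per compound, no replicates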
MC4R barr agon: activates human MC4R beta-arrestin recruitment; 0.98% of 360,000 active; U2OS MC4R beta-arrestin complementation, luminescence; percent of melanotan II response, DMSO zero; P32245; activation, % at 8.9 µM;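 active = activation above a per-plate cutoff, the mean activation of sample wells on that plate plus 3 SD, cut at about 8% in these data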
ABCB6 inh MLPCN: human ABCB6 transporter inhibition; Q9NP58; K562-ABCB6 porphyrin accumulation, flow cytometry, 1 h; hits give low values; fluorescence ratio to DMSO, % at 10 µM; 0.19% of 360,000 active; AID 602162;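 active = fluorescence ratio to DMSO below 75%, the collection mean minus 3 SD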;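 note: signal is porphyrin accumulated inside mitochondria; 100% equals median channel fluorescence of DMSO control wells; lower ratio means ABCB6 inhibition with less porphyrin fluorescence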
H9c2 protect: myocardial damage modulation in H9c2 cells | H9c2 cardiomyocytes, H2O2 injury protection, ATPLite, 2 h | AID 588492 | protection from H2O2 cell death, % at 20 µM | 0.63% of 360,000 active;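 active = compounds giving at least 50% protection of heart cells from peroxide-induced death in the single-dose screen, raw or plate-pattern-corrected value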;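 note: 0% = DMSO wells with peroxide and 100% = DMSO wells without peroxide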
Glyco luc inh: N-linked glycosylation inhibition | D54 ERlucT glycosylation luciferase reporter, 24 h; percent of 100 nM tunicamycin response | reporter increase, % at 12.5 µM | 0.23% of 360,000 active;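 active = mean luciferase reporter signal, scaled so untreated is 0 and the glycosylation-blocking control 100, at or above a set limit in every replicate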;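 note: luciferase carries N-glycosylation sites so blocking glycosylation raises the light; 0% = median of neutral control wells and 100% = median of 100 nM tunicamycin wells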
HTR2A ag: mouse HTR2A agonism via beta-arrestin recruitment | CHO-K1 mHTR2A beta-arrestin complementation, luminescence; percent of 30 µM serotonin response | activation, % at 7.6 µM | 0.66% of 360,000 active | AID 624169;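 active = activation above a run cutoff, the mean activation of all tested compounds plus 3 SD, cut at about 14% in these data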;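 note: 0% = plate median of compound wells and 100% = 30 µM serotonin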
Target sequence (P35363 whole entry, looked up): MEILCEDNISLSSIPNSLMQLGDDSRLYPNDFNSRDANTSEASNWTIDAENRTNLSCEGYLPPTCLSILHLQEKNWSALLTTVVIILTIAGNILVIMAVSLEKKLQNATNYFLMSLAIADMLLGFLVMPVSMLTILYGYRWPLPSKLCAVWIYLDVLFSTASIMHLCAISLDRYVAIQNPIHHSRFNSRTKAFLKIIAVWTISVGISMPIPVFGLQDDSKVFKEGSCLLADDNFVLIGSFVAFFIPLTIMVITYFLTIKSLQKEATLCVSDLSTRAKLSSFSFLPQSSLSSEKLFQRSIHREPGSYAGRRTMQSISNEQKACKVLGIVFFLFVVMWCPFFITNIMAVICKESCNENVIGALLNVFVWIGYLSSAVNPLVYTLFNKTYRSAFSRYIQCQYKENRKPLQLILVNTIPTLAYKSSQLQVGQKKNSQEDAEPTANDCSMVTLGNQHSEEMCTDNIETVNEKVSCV
CaV13 ICDI inh: Primary screen for inhibitors of IQ motif and Ca2+-dependent inactivation inhibitor domain binding in CACNA1D, Förster resonance energy transfer in living cells, … | HEK cells, CFP/YFP FRET ICDI-IQ, plate reader, 10 min; percent FRET-ratio fall versus neutral wells | 0.098% of 340,000 active | AID 743397 | inhibition, % at 12.3 µM;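 active = mean replicate inhibition of at least 30% and at least 1% of replicates passing that level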;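 note: 0% = median of the neutral control wells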
Numbers without * were called inactive; · = not tested or not shown.

SMILES | PDI turbidity | aDG glyco act | Vif imaging | MC4R antagonist | MC4R barr agon | ABCB6 inh MLPCN | H9c2 protect | Glyco luc inh | HTR2A ag | CaV13 ICDI inh
CC(/C=C/c1ccco1)=N/NC(=O)CNc1ccccc1C | -1 | -0.3 | -2 | -4 | 1.2 | 102 | 2 | 2 | 5 | -4
COc1ccc(Nc2nnc(SCc3cc(=O)n4ccsc4n3)s2)cc1 | 4 | -0.2 | 4 | 20 | 1.4 | 103 | 63* | -4 | 0 | -10
CCS(=O)(=O)N1Cc2ccccc2CC1C(=O)Nc1nc2ccc(C)cc2s1 (configuration not stated) | 4 | -0.2 | -1 | 20 | 4.0 | 99 | -6 | -1 | 1 | -5
Cc1ccc(NC(=O)NCCN2CCCCC2)cc1 | -5 | -0.1 | -1 | 12 | 0.5 | 104 | 4 | 1 | -4 | 6
CC(=O)c1cccc(OCc2cc(C(=O)NC(C)Cc3cccnc3)no2)c1 (configuration not stated) | -7 | -0.1 | -10 | 2 | -0.5 | 96 | -6 | 2 | 6 | -5
O=C(C1c2ccccc2C(=O)N2CCc3ccccc3C12)N1CCN(Cc2ccccc2)CC1 (configuration not stated) | -3 | 0.6 | · | 8 | -0.2 | 95 | 8 | 0 | 0 | -5
COc1cccc(OCc2nnc(SC)n2C)c1 | -9 | 0.0 | 5 | -4 | -3.5 | 94 | -1 | -1 | 3 | -9
CC(/C=N/NC(=O)c1ccc2nc(C)[nH]c2c1)=C\c1ccccc1 | 4 | -0.2 | -1 | 3 | -2.6 | 100 | -2 | -1 | -2 | -2
Cc1ccc(C(CNS(=O)(=O)c2ccc(Br)cc2)N2CCN(C)CC2)cc1 (configuration not stated) | 10 | 0.4 | · | -3 | -3.0 | 97 | 9 | -1 | -12 | -2
COC(=O)c1ccc(NC(=O)CCNS(=O)(=O)c2cccc3nonc23)cc1 | -4 | -0.1 | 3 | -4 | 0.8 | 99 | 8 | 2 | 1 | ·
N#Cc1nc2ccccc2n1OCc1ccccc1 | -3 | 0.2 | -9 | -3 | 0.4 | 100 | -5 | 0 | -3 | -16
CC(C)N(Cc1ccccc1)C(=O)COC(=O)c1cnccn1 | 0 | -0.3 | -6 | 13 | -0.8 | 100 | 0 | -3 | 2 | 5
O=C(Nc1ccon1)c1nc[nH]c1C(=O)NCc1ccccc1 | -7 | -0.4 | -4 | -17 | -0.8 | 103 | 1 | 9 | -4 | 18
Cc1cc(C)c(Cn2c(=O)n(CCCC(=O)NCc3ccco3)c(=O)c3sccc32)c(C)c1 | 3 | 0.4 | 50 | 0 | 33* | 101 | -13 | -1 | 2 | -5
NNC(=S)Nc1ccc(OC(F)(F)F)cc1 | -9 | 0.0 | -4 | -7 | 4.2 | 100 | 2 | 2 | 0 | -5
CCc1ccc(-n2cc(-c3ccc(F)cc3)[n+]3c2SCCC3)cc1 | 1 | -0.2 | 5 | 3 | -2.7 | 99 | -16 | 1 | -3 | -4
O=C(Cc1cn(Cc2cccc(Cl)c2)c2ccccc12)N1CCCCCC1 | -1 | 0.5 | -2 | 8 | -2.6 | 95 | -7 | -6 | 1 | -3
CC1CCc2cccc3c2N1c1cc(C#N)c(C#N)cc1O3 (configuration not stated) | -5 | 0.8 | 6 | 6 | -0.1 | 149 | -3 | 0 | 1 | -17
O=C1[C@@H](Oc2ccccc2)[C@@H](c2ccccc2)N1c1ccccc1 | -1 | 0.2 | 22 | 2 | 4.5 | 99 | -8 | 2 | 11 | -3
CCOC(=O)c1c(C)c(C(=O)Nc2ccc(F)cc2)c(C)n1C | -2 | 0.2 | -2 | -4 | -0.8 | 111 | 1 | 2 | 0 | 2
Cc1ccc(C(=O)CCC(=O)N2CCN(C/C=C/c3ccccc3)CC2)cc1 | 6 | -0.3 | 33 | 8 | 0.4 | 97 | -8 | -1 | -4 | -6
CCC(=O)N1CCCC(C)(C(=O)Nc2ccc(C)c(C)c2)C1 (configuration not stated) | 2 | -0.3 | 17 | -2 | 0.2 | 101 | 5 | 2 | 17* | -6
COc1ccccc1N1CCN(/N=C/c2cccc(OC)c2OC)CC1 | 4 | 1.3 | -6 | 5 | -1.5 | 98 | -6 | 1 | 2 | -3
Oc1oc(C=Nc2ccc(F)cc2F)c2ccccc12 | -4 | 0.3 | · | 2 | -1.4 | 101 | 8 | 3 | 1 | -5
Cc1cc(Br)c(Cl)cc1NC(=O)CN1C(=O)C2C3CC(c4ccccc4)C(C3)C2C1=O (configuration not stated) | 16 | -0.1 | -6 | -3 | -0.7 | 106 | -4 | 4 | 1 | -4
COc1ccc(S(=O)(=O)Nc2cc(C(C)C)c(O)cc2C)cc1 | 1 | 0.2 | -3 | -2 | -1.5 | 97 | 2 | -3 | 4 | -6
COc1cc(CN(C2CCCCC2)S(=O)(=O)c2ccc(S(=O)(=O)N(C)C3CCCCC3)cc2)cc(OC)c1OC | 1 | -0.2 | -5 | 5 | -1.1 | 101 | 11 | -6 | 1 | -6
O=C(c1ccccc1)N1CCC(O)(c2ccc3c(c2)OCO3)CC1 | -2 | -0.1 | · | 3 | 1.2 | 99 | -2 | -1 | 3 | ·
COc1ccc2[nH]c3c(c2c1)CCN1C(=O)C(CC(=O)NCCC2=CCCCC2)C[C@H](C(=O)N(C(C)C)C(C)C)[C@@]31C (some centres not stated) | 11 | 1.6 | 5 | -1 | 0.3 | 98 | 3 | -2 | -4 | -6
Cc1cccc(-n2c(Cc3ccccc3)nnc2SCC(=O)N2CCOCC2)c1 | 5 | 0.0 | 2 | 8 | 0.3 | 97 | -2 | 2 | 1 | -4
COc1ccccc1NC(=O)CS(=O)(=O)c1cccc2nsnc12 | -2 | -0.2 | 3 | 4 | 1.7 | 99 | 7 | 2 | 2 | 0
CCC(C)NC(=O)c1nc2c(nnn2Cc2ccccc2Cl)c(=O)[nH]1 (configuration not stated) | 4 | 0.2 | -3 | 10 | -0.8 | 98 | 6 | 0 | 2 | -3
c1ccc(CCNc2ncnc3nc[nH]c23)cc1 | 6 | 0.6 | 4 | 9 | -1.4 | 94 | -25 | -4 | -7 | -5
CC1(C)COC(Cn2c3ccccc3c3ccccc32)O1 (configuration not stated) | 10 | 0.0 | -3 | -2 | -0.8 | 97 | -2 | 8 | -4 | -4
CCOC(=O)c1nn(-c2ccc(C)cc2)c(=O)cc1OCC(=O)Nc1cccc(C)c1 | 4 | 0.2 | -3 | 7 | 1.8 | 99 | 9 | 1 | 1 | -2
Cc1cccc(NC(=O)c2cc([N+](=O)[O-])ccc2Cl)c1O | -1 | 0.5 | -11 | 11 | -3.5 | 97 | -6 | 4 | -2 | -4
CCC1(C)Cc2c(sc3nnn(CC(=O)Nc4cccc5ccccc45)c(=O)c23)CO1 (configuration not stated) | -6 | -0.3 | -17 | -8 | 1.9 | 92 | 5 | -8 | 2 | -3
O=C(COc1ncnc2sccc12)N1CCN(c2ccccc2)CC1 | -1 | -0.1 | -6 | -6 | 0.6 | 103 | 11 | 1 | 2 | -8
Cc1cc(Br)cn2c(Cc3cccc(F)c3)c(C3CCCCC3)nc12 | · | 0.2 | · | · | · | 103 | -3 | -3 | -3 | -6
CCOC(=O)N1CCC(NS(=O)(=O)c2ccc(C)c(Cl)c2)CC1 | 2 | 0.5 | -8 | 3 | -0.7 | 93 | -3 | -2 | 3 | -4
CO/N=C/c1ccc(Oc2ccc([N+](=O)[O-])cc2[N+](=O)[O-])c(OC)c1 | -1 | 0.0 | -6 | 4 | -1.2 | 87 | -7 | 8 | -3 | -5
O=C1CC(=O)N(C2CCCCC2)C(=O)N1c1ccccc1S(=O)(=O)Oc1ccccc1 | · | -0.1 | -2 | · | · | 92 | -6 | -1 | 0 | -10
COc1ccc(OC)c(-n2c(-c3ccc(S(C)(=O)=O)cc3)cc(C=O)c2C)c1 | -6 | -0.3 | 5 | -17 | -0.1 | 98 | -2 | 4 | 0 | -7
CN(C)CCCN(C(=O)COc1ccccc1)c1nc2c(Cl)cccc2s1 | 7 | 0.0 | 5 | 0 | -0.3 | 101 | 18 | 0 | -7 | -2
CN(Cc1ccccc1)c1ncnc2[nH]ncc12 | 0 | -0.1 | -2 | 6 | -1.5 | 97 | -4 | -1 | -3 | -9
O=C(Nc1c(C(=O)N2CCOCC2)cnn1-c1ccccc1)c1ccccc1 | -29 | 0.0 | 9 | 9 | -2.3 | 101 | 15 | 0 | 5 | -8
Cn1c(N)c(C(=O)COC(=O)Cc2ccsc2)c(=O)n(C)c1=O | -7 | 0.2 | · | 5 | -0.7 | 92 | 2 | 0 | -1 | -5
CCCCn1c(N)c(N(C(=O)CSc2nnnn2-c2ccccc2C)C2CCCC2)c(=O)[nH]c1=O | 7 | 0.0 | 3 | 3 | -4.2 | 103 | 0 | 0 | 4 | -2
C/C(=N\NC(=O)c1ccncc1)c1cccc(NC(=O)c2ccc(C(C)(C)C)cc2)c1 | 6 | -0.2 | 0 | 9 | 3.2 | 102 | -16 | -7 | -8 | ·
Cc1cc(Cl)c2oc(C(=O)N(C)Cc3ccon3)c(C)c2c1 | 7 | 0.2 | 3 | -12 | 0.7 | 94 | -2 | -2 | 2 | -3
Cc1ccc(N2C(=O)N(CC(=O)Nc3ccc([N+](=O)[O-])cc3)C(=O)C2C)cc1 (configuration not stated) | 0 | -0.1 | -5 | 10 | -3.4 | 98 | -6 | 2 | -7 | -3
Cc1cc(NC(=O)Nc2ccccc2)n(C(C)(C)C)n1 | 8 | -0.1 | 2 | 4 | -0.9 | 101 | 11 | 2 | 1 | -18
COc1ccccc1NC(=S)NC1CC2CCC1C2 (configuration not stated) | 11 | 0.0 | -11 | 1 | 3.1 | 101 | 2 | -1 | 5 | -20
NS(=O)(=O)c1ccc(CCNC(=O)CCCNC(=O)c2ccc(Cl)cc2)cc1 | 8 | 0.0 | -3 | 3 | -2.5 | 67* | -3 | -1 | -3 | -3
O=C(O)C(Cc1c[nH]c2ccccc12)N1C(=O)C2C3c4ccccc4C(c4ccccc43)C2C1=O (configuration not stated) | -7 | -0.2 | 6 | 17 | 3.4 | 102 | 4 | 1 | 1 | -1
Cn1c(SCc2nc(-c3ccc(Cl)cc3)no2)nnc1-c1cccs1 | -14 | 0.0 | -4 | 3 | 2.6 | 104 | -17 | 9 | 2 | -4
CCN(CC(=O)NCc1cccs1)CC(=O)Nc1cccc(S(N)(=O)=O)c1 | -6 | -0.2 | 10 | -2 | -1.2 | 81 | 12 | 2 | 5 | -2

Compound profiles, from the list above. Order of screens: PDI turbidity	aDG glyco act	Vif imaging	MC4R antagonist	MC4R barr agon	ABCB6 inh MLPCN	H9c2 protect	Glyco luc inh	HTR2A ag	CaV13 ICDI inh
`COc1ccccc1NC(=S)NC1CC2CCC1C2` (configuration not stated) is listed as 11	0.0	-11	1	3.1	101	2	-1	5	-20
`CCCCn1c(N)c(N(C(=O)CSc2nnnn2-c2ccccc2C)C2CCCC2)c(=O)[nH]c1=O` is listed as 7	0.0	3	3	-4.2	103	0	0	4	-2

Bioassay records deposited in PubChem BioAssay by several laboratories.
